SSB-PriA inh: K. pneumoniae PriA-SSBct interaction inhibition; AlphaScreen SSBct-PriA binding, biotinylated peptide; inhibition, % at 33 µM; 0.6% of 430,000 active; in the data active means inhibition mostly above about 37%, no sharp cut-off; inactive means mostly below about 20%;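 further: plate controls were negative control peptide for no effect and reference peptide for full effect; strong numbers were not always called active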
Anthrax LF inh2: blocks Bacillus anthracis lethal factor protease | P15917 | multiplex microsphere protease cleavage assay, LF | inhibition, % at 10 µM | 0.12% of 360,000 active; further: plate controls were buffer without enzyme for full effect and enzyme alone for no effect
DUSP3 inh: inhibitors of human VHR1 phosphatase (DUSP3). recombinant VHR phosphatase, pNPP absorbance. inhibition, % at 13.3 µM. 0.52% of 290,000 active; in the data active means inhibition above about 50%; further: some compounds called inactive have numbers as strong as hits
Target sequence (P51452 whole entry, looked up): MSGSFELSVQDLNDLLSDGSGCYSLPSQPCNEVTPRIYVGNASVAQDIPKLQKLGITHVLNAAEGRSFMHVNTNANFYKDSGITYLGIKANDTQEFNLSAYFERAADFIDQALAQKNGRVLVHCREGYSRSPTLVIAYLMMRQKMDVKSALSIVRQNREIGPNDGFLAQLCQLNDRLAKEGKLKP
CCHFV vOTU inh: blocks the CCHF virus ovarian tumor domain protease; 0.55% of 370,000 active; inhibition, % at 11.5 µM; AID 651958; CCHFV vOTU protease, Pep-AMC fluorescence; in the data active means inhibition above about 30%; further: 0% = vehicle wells with enzyme and 100% = no enzyme wells
PrPC surface inh: cell surface PrPC inhibition, primary TR-FRET screen | P04156 | TR-FRET read-out | inhibition, % at 13.8 µM | 0.43% of 370,000 active; in the data active means inhibition above about 24%; further: 0% = median of the test wells and 100% = reference compound wells
BoNT-F LC inh: blocks Botulinum neurotoxin F light chain protease; Multiplex microsphere protease cleavage assay, flow cytometry; inhibition, % at 10 µM; 0.22% of 360,000 active; AID 588497; in the data active means inhibition above about 35%, passing the limit was not always enough; inconclusive means no clear call, values can overlap the other calls; further: plate controls were buffer without enzyme for full effect and enzyme alone for no effect
SARS 3CLpro inh: SARS-CoV 3CLpro protease inhibition | inhibition, % at 6 µM | P0C6X7 | recombinant SARS-CoV 3CLpro, quenched FRET peptide cleavage | 0.14% of 290,000 active; in the data active means inhibition above about 12%
MazF activator: increases E. coli MazEF RNase cleavage of RNA; P0AE70; FAM/BHQ RNA-DNA oligo cleavage fluorescence, 5 h; activation, % at 20 µM; 0.32% of 350,000 active; AID 504720; in the data active means activation above about 50%
Target sequence (P0AE70 whole entry, looked up): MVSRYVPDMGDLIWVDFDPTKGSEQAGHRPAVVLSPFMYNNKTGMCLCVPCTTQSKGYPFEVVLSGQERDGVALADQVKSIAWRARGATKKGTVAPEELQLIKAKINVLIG
BoNT A protease: blocks Botulinum neurotoxin A light chain protease | multiplex microsphere protease substrate cleavage, flow cytometry | inhibition, % at 10 µM | 0.17% of 360,000 active; further: plate controls were buffer without enzyme for full effect and enzyme alone for no effect
Rv3671c inh: Rv3671c (M. tuberculosis) protease inhibition. inhibition, % at 5.96 µM. AID 2606. 0.048% of 320,000 active; in the data active means inhibition above about 38%;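 further: extracellular domain of Rv3671c used as enzyme; 0% = enzyme with DMSO and 100% = no enzyme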
Target sequence (P9WHR9 whole entry, looked up, the tested form may be a part): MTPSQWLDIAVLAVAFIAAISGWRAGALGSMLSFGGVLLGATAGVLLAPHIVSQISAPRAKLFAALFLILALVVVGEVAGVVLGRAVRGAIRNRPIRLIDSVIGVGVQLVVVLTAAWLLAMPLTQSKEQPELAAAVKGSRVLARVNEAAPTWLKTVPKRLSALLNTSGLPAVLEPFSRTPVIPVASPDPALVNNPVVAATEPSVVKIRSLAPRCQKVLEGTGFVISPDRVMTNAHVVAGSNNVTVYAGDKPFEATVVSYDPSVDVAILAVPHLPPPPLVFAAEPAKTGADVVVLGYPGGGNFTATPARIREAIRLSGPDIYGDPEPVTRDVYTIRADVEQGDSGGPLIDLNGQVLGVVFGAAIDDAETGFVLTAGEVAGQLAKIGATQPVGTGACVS
Numbers without * were called inactive; ? = inconclusive; nt = not tested or not shown; & = joins results of further samples. Unless noted, no stated cut-off is given here; in the data, active means inhibition above about 30%; inconclusive means no clear call, values can overlap the other calls; inactive means below that.

A first look:
No.	Molecule	SSB-PriA inh	Anthrax LF inh2	DUSP3 inh	CCHFV vOTU inh	PrPC surface inh	BoNT-F LC inh	SARS 3CLpro inh	MazF activator	BoNT A protease	Rv3671c inh
1	O=C(O)CCCCCn1c(O)c(C=C2N=c3ccccc3=N2)sc1=S	6	6	13	0	-13	0	1	-3	6.9	0
2	CC(=O)N1CCN(Cc2nc3cc(NC(=O)COc4ccccc4)ccc3n2C)CC1	2	-2	-6	-20	2	-1	0	10	0.1	-2

The whole of this part (from the top)
No.	Molecule	SSB-PriA inh	Anthrax LF inh2	DUSP3 inh	CCHFV vOTU inh	PrPC surface inh	BoNT-F LC inh	SARS 3CLpro inh	MazF activator	BoNT A protease	Rv3671c inh
1	O=C(O)CCCCCn1c(O)c(C=C2N=c3ccccc3=N2)sc1=S	6	6	13	0	-13	0	1	-3	6.9	0
2	CC(=O)N1CCN(Cc2nc3cc(NC(=O)COc4ccccc4)ccc3n2C)CC1	2	-2	-6	-20	2	-1	0	10	0.1	-2
3	Cc1c(NC(=O)c2ccc(S(=O)(=O)N(C)c3ccccc3)cc2)c(=O)n(-c2ccccc2)n1C	-14	1	14	2	-3	-6	2	-3	-1.0	1
4	O=C(CCC(=O)c1cccs1)OCc1ccc([N+](=O)[O-])cc1	-2	-4	nt	4	0	-5	nt	6	-2.2	-5
5	COc1ccc(C(C)(C)C)cc1NC(=S)NCCN1CCOCC1	1	-6	-4	-15	-8	-6	3	-10	0.7	5
6	Cc1ccc2c(c1)c1c3n2CCN(CC(N)=O)C3CCC1 (centres undefined)	6	-6	-13	-10	-4	-21	-1	6	-3.5	-1
7	CCc1cccc(C)c1NC(=O)C1CN(S(=O)(=O)c2ccccc2)CCN1S(=O)(=O)c1ccccc1 (centres undefined)	-7	1	7	4	4	-8	6	1	0.1	-3
8	Cn1ncc2c(N3CCCCC3)nc(NCCCO)nc21	-9	-3	18	14	-3	8	-5	5	1.2	-2
9	Cc1cc(C)cc(N(CC(=O)NC2CCCC2)C(=O)CCC(=O)Nc2nccs2)c1	-1	2	-32	1	-1	7	-2	10	0.2	5
10	Nc1nnc(-c2ccc(Cl)cc2Cl)s1	-7&-11	-1	24	3	8	-8	4	4	-0.4	-3
11	CCN(CC)C(=O)CNC(=O)Cc1ccc(Cl)cc1	-18	-3	17	-13	-5	-6	-2	7	-0.3	0
12	CCCc1cc(=O)n2[nH]c(-c3ccc(Cl)cc3)cc2n1	-6	20	4	-10	-2	2	4	4	-1.5	1
13	O=C(CCNC(=O)c1ccccc1Cl)Nc1cccc(C(F)(F)F)c1	6	0	-4	-5	-3	4	-5	5	0.7	7
14	Cc1ccccc1CC(=O)Nc1ccc2c(C)cc(=O)oc2c1	-11	3	17	-40	3	-6	-1	6	2.6	0
15	CC(C)C(C)NC(=O)COc1ccc(Sc2ccc(OCC(=O)NC(C)C(C)C)cc2)cc1 (centres undefined)	-4	-1	-3	-6	2	9	6	-14	1.8	-8

One compound at a time (already shown):
O=C(O)CCCCCn1c(O)c(C=C2N=c3ccccc3=N2)sc1=S is listed as SSB-PriA inh: 6; Anthrax LF inh2: 6; DUSP3 inh: 13; CCHFV vOTU inh: 0; PrPC surface inh: -13; BoNT-F LC inh: 0; SARS 3CLpro inh: 1; MazF activator: -3; BoNT A protease: 6.9; Rv3671c inh: 0
CCN(CC)C(=O)CNC(=O)Cc1ccc(Cl)cc1 is listed as SSB-PriA inh: -18; Anthrax LF inh2: -3; DUSP3 inh: 17; CCHFV vOTU inh: -13; PrPC surface inh: -5; BoNT-F LC inh: -6; SARS 3CLpro inh: -2; MazF activator: 7; BoNT A protease: -0.3; Rv3671c inh: 0
CCc1cccc(C)c1NC(=O)C1CN(S(=O)(=O)c2ccccc2)CCN1S(=O)(=O)c1ccccc1 (centres undefined) is listed as SSB-PriA inh: -7; Anthrax LF inh2: 1; DUSP3 inh: 7; CCHFV vOTU inh: 4; PrPC surface inh: 4; BoNT-F LC inh: -8; SARS 3CLpro inh: 6; MazF activator: 1; BoNT A protease: 0.1; Rv3671c inh: -3

The results go on.
No.	Molecule	SSB-PriA inh	Anthrax LF inh2	DUSP3 inh	CCHFV vOTU inh	PrPC surface inh	BoNT-F LC inh	SARS 3CLpro inh	MazF activator	BoNT A protease	Rv3671c inh
16	CC(C)(C)c1cc(CCC(=O)Nc2ccncc2)cc(C(C)(C)C)c1O	6	-5	-3	-1	20	-8	-1	2	-2.2	4
17	C=Cc1ccc(Cn2c(C)c(C(=O)NCc3ccc4c(c3)OCO4)sc2=O)cc1	nt	-7	nt	1	-1	-12	nt	nt	-2.0	nt
18	CCOC(=O)C1=CCN(S(=O)(=O)c2ccc(Cl)cc2)C1c1cccc(C)c1 (centres undefined)	nt	4	nt	7	-2	0	nt	nt	0.3	nt
19	O=C(Cc1ccc(Cl)cc1)Nc1ncc([N+](=O)[O-])s1	-10	-1	12	4	2	1	5	-2	-0.5	nt
20	O=C(C1CC(=O)N(c2ccc3c(c2)OCCO3)C1)N1CCCC(C(F)(F)F)C1 (centres undefined)	2	-4	nt	-4	-4	6	nt	7	-2.2	8
21	COc1cc(-c2cc(-c3ccccc3)nc(SCC(=O)O)c2C#N)cc(OC)c1OC	13	4	16	12	4	8	5	2	-1.9	-1
22	Clc1ccc2nc3ccccc3cc2c1	nt	-2	nt	-28	-7	0	nt	6	0.2	nt
23	CCOC(=O)[C@]12Cc3ccccc3[C@H]1N(CCC(=O)OC)C(=O)c1ccccc12	nt	-1	nt	20	-2	-2	nt	nt	-0.1	nt
24	Cc1cc(C(=O)NCCCN2CCN(C3CCCCC3)CC2)n(-c2ccccc2)n1	-11	-5	-10	4	-1	-11	-8	7	-1.0	-3
25	COc1ccccc1CNC(=O)C1(C)CCN1Cc1ccc(OC(F)(F)F)cc1 (centres undefined)	nt	-5	nt	28	9	2	nt	nt	0.0	nt
26	CN1C(=O)c2cccc3c(S(=O)(=O)NCc4ccco4)ccc1c23	-9	-6	10	-23	-37	-4	0	0	-0.4	-11
27	COc1cc(CNC(=O)c2cc(-c3ccc(OC)cc3C)n[nH]2)cc(OC)c1	nt	0	nt	13	-5	-8	nt	nt	-0.3	nt
28	COc1ccc(/C=N/n2cnc3c([nH]c4ccc(C)cc43)c2=O)cc1CN1CCCC1	nt	1	-7	-11	-2	-6	-3	8	-1.2	1
29	CCCc1nnc(NC(=O)CCC(=O)NC2CCCc3ccccc32)s1 (centres undefined)	-8	-1	-26	-10	-3	-7	2	-8	0.4	3
30	COc1ccccc1OCC(=O)Nc1ccc(Cl)cc1	-6	-2	13	-1	13	-4	3	-3	?	-7

No.	Molecule	SSB-PriA inh	Anthrax LF inh2	DUSP3 inh	CCHFV vOTU inh	PrPC surface inh	BoNT-F LC inh	SARS 3CLpro inh	MazF activator	BoNT A protease	Rv3671c inh
31	Cc1ccc(Cl)cc1NC(=O)[C@@H]1CCC(=O)N1C1OC(=O)c2ccccc21 (some centres undefined)	-8	5	-12	1	2	-5	-4	2	0.7	-2
32	Cc1onc(-c2c(Cl)cccc2Cl)c1C(=O)NCc1ccco1	8	-2	8	8	2	11	-1	-4	0.4	-2
33	Cc1cc(O)cc(C)c1Cl	-9	1	nt	-3	6	0	nt	5	-0.1	-5
34	CCSc1cc(Cl)nc(N)n1	-6	-3	1	3	0	1	2	1	0.5	-4
35	Fc1ccc2c(Cl)c(-c3nnc(-c4cccs4)o3)sc2c1	-3	-6	20	0	-5	-4	4	0	-1.7	-6
36	CCOc1ccc(N(CC(=O)Nc2ccc(OC)cc2OC)S(=O)(=O)c2c(C)[nH]c(=O)[nH]c2=O)cc1	18	-4	-4	7	10	-8	4	-3	-0.3	-2
37	CC(C)C(c1nnnn1Cc1ccc(F)cc1)N1CCN(c2ccc(O)cc2)CC1 (centres undefined)	-2	-3	8	5	-3	-1	1	1	0.6	0
38	CCOc1ccc(N2CC(C(=O)Nc3ccccc3N3CCOCC3)CC2=O)cc1 (centres undefined)	3	-1	41	-7	-7	-9	7	6	-0.9	2
39	CN1CCN(C(=O)/C(=C/c2ccc(F)cc2)c2ccsc2)CC1	-6	-9	26	-8	-11	-3	3	5	-0.4	-2
40	CCC1(CC)NC(=O)N(CC(=O)OCC(=O)Nc2ccc(OC(F)(F)F)cc2)C1=O	1	0	nt	7	8	5	nt	0	4.0	-2
41	CCCc1ccc(C(O)c2ncc(-c3cccc(C)c3)[nH]2)cc1 (centres undefined)	nt	-9	nt	11	1	-5	nt	nt	-0.3	nt
42	C#CCOCCOCCOCCNc1nc(N2CCN(C(=O)CCCCCCCCCCNC(=O)[C@H](CCCCN)n3cc(CCO)nn3)CC2)nc(N2CCN(C(=O)CCCCCCCCCCNC(=O)[C@@H]([C@H](C)O)n3cc(C)nn3)CC2)n1	25	-8	nt	nt	nt	-46	nt	-17	-0.7	-17
43	CCOC(=O)C1(C#N)C(=O)CSC1=Nc1ccccc1Cl (centres undefined)	nt	-6	nt	-6	2	1	nt	-6	-0.1	nt
44	CC(C)c1ccc(N(CC(=O)NC2CCCC2)C(=O)CCC(=O)Nc2ccccn2)cc1	-3	-2	45	-3	6	9	-2	1	-1.0	-5
45	Cc1c(C(=O)N2CCN(S(=O)(=O)c3ccccc3)CC2)oc2ccccc12	0	-2	nt	2	10	-9	nt	-7	-3.5	nt

No.	Molecule	SSB-PriA inh	Anthrax LF inh2	DUSP3 inh	CCHFV vOTU inh	PrPC surface inh	BoNT-F LC inh	SARS 3CLpro inh	MazF activator	BoNT A protease	Rv3671c inh
46	COc1ccc(CNC(=O)CCCNC(=O)c2ccc(Cl)cc2)cc1OC	-6	-12	-1	-10	0	-8	-1	0	-1.3	8
47	O=C(c1ccco1)N1CCN(Cc2nnc(-c3cccc(Br)c3)o2)CC1	-1	-9	5	-20	-4	-11	-2	6	-1.9	-7
48	COCCNC(=O)C(c1ccccc1)N(C(=O)Cn1nnc2ccccc21)c1cccnc1 (centres undefined)	-8	0	17	8	7	-33	0	1	-0.2	5
49	COc1ccc(S(=O)(=O)N2CCC(C(=O)NN3CCCCC3)CC2)cc1OC	-12	-6	nt	-6	3	-1	nt	2	0.5	6
50	COc1ccc(C2(CCN)CC(C)N(C)CC2C)cc1 (centres undefined)	-13	1	-2	7	-1	-20	-1	-5	3.3	1
51	COc1cccc(C(C(=O)NC(C)(C)C)N(Cc2ccc(C)cc2)C(=O)CCC(=O)Nc2cc(C)on2)c1OC (centres undefined)	-9	-6	14	10	3	-16	0	3	0.8	-3
52	Cc1ccc(NC(=O)NC(=O)COC(=O)c2ccc(O)cc2O)c(C)c1	nt	-2	nt	-5	6	-12	nt	11	-1.0	nt
53	COc1cc(NC(=O)c2nn(C)c3c2CS(=O)(=O)c2ccccc2-3)cc(OC)c1	-5	-1	43	-4	-3	-3	-9	7	0.0	1
54	Cc1oc2ncnc(N)c2c1C	-1	-4	-10	-1	9	-2	4	3	0.0	1
55	Cc1cc(=O)oc2c3c(cc(OCC(=O)N[C@@H](CC(C)C)C(=O)O)c12)OC(C)(C)CC3	4	-3	10	-6	-10	0	2	-4	-1.4	-6
56	COc1cccc(CN2CCNC(=O)C2CC(=O)N(C)CCC2CCOCC2)c1 (centres undefined)	12	-3	-14	10	-3	-5	0	1	-1.7	2

Some of the compounds tested, so the mix of outcomes need not match the whole.
